Screening results: PubChem, several laboratories
M5 PAM – potentiates acetylcholine response at human M5 receptor. P08912. CHO-K1 hM5, Fluo-8 calcium, ACh EC20 PAM; 0% = ACh EC20, 100% = ACh EC100. activation, % at 3 µM. 360,000 tested, 0.3% active. AID 624038;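 active = activation above the run cutoff, the mean activation of all test compounds plus 3 SD, cut at about 18% in these data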
Target sequence (P08912 whole entry, looked up): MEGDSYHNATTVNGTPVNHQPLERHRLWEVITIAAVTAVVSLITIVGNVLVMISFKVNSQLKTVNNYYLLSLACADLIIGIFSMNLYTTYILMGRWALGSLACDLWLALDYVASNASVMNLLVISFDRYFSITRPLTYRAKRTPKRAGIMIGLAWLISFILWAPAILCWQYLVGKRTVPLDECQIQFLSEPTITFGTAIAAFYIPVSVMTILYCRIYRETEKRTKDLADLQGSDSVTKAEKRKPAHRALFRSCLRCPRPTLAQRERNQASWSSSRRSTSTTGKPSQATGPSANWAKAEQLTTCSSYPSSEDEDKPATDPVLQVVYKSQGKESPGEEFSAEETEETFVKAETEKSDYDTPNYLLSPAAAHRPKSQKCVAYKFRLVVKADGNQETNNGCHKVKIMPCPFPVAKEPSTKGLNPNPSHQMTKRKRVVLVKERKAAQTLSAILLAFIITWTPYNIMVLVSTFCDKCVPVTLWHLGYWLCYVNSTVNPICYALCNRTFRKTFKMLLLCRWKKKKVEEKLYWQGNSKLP
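Assay system: CHO-K1 hM5 cells. Also added: acetylcholine at EC20 concentration, added after compound. Dosing: 3 µM, single dose. Times: compound preincubation 140 s before EC20 acetylcholine addition. Signal: Fluo-8 calcium fluorescence. Measure: % activation relative to EC20 and EC100 ACh responses. Repeats: singlicate, one well per test compound.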
M4 PAM – potentiates acetylcholine response at human M4 receptor. P08173. CHO-K1 hM4/Gqi5, Fluo-8 calcium fluorescence, ACh EC20; 0% = ACh EC20, 100% = maximal ACh. activation, % at 3 µM. 360,000 tested, 0.4% active;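 active = activation above its plate's cutoff, the mean activation of sample wells plus 3 SD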; also: some results filed as inactive read as strong as hits
CHRM1 PAM – human CHRM1 positive allosteric modulation; CHO-K1 hM1, Fluo-8 calcium fluorescence, ACh EC20; 0% = ACh EC20, 100% = maximal ACh; AID 588819; activation, % at 3 µM; P11229; 360,000 tested, 0.088% active; in the data active = activation above about 19%, passing the limit was not always enough
Target sequence (P11229 whole entry, looked up): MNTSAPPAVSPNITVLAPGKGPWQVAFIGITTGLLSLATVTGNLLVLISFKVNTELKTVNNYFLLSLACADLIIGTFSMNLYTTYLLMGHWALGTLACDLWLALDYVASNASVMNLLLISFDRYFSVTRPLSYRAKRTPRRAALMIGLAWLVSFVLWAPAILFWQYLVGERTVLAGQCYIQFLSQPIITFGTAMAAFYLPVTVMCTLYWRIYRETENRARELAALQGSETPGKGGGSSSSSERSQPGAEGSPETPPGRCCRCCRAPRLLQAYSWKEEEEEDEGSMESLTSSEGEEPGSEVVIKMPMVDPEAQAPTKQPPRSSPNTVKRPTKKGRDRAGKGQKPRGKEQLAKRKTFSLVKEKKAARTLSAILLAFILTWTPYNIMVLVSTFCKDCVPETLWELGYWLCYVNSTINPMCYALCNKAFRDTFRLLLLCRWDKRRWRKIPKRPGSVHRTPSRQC
CHRM5 antagonist – antagonists of human muscarinic M5 receptor (CHRM5) | P08912 | CHO-hM5 cells, Fluo-8 calcium fluorescence, ACh EC80 | inhibition, % at 3 µM | 360,000 tested, 0.59% active | AID 624040;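 active = inhibition above a per-plate cutoff, the mean of that plate's test compounds plus 3 SD, cut at about 27% in these data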;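 also: 0% = acetylcholine EC80 with DMSO and 100% = DMSO without agonist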
CRFBP-R2 agonist – CRF-BP/CRF-R2 complex agonism; HEK293 CRF-R2/CRF-BP, calcium dye fluorescence (FLIPR); percent of saturating CRF peptide response; activation, % at 13.2 µM; 350,000 tested, 0.46% active;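 active = activation of at least 50%, plus an integration ratio under a set limit after plate pattern correction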;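 also: plate controls were neutral control wells without compound for no effect and CRF at EC100 for full effect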
CHRM5 agonist – agonists of human muscarinic M5 receptor (CHRM5) | P08912 | CHO-K1 hM5 cells, Fluo-8 calcium fluorescence; 0% DMSO wells, 100% maximal acetylcholine response | activation, % at 3 µM | 360,000 tested, 0.19% active;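 active = activation above the run's mean over test compounds plus 3 SD, cut at about 23% in these data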;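 also: signal is peak over basal fluorescence ratio across the kinetic read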
CRFR2-BP antag – antagonists of CRF-binding protein/CRF-R2 receptor complex | 350,000 tested, 0.59% active | HEK293 CRF-R2/CRF-BP, CRF-induced calcium fluorescence | AID 588475 | inhibition, % at 11.8 µM;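 active = inhibition of the ligand-induced calcium signal above about 50% at the single tested concentration, limit read from the data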
CHRM4 antagonist – CHRM4 antagonism in calcium assay | P08173 | CHO-hM4 cells, ACh EC80, Fluo-8 calcium fluorescence | inhibition, % at 3 µM | 360,000 tested, 0.73% active | AID 624125;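 active = inhibition above its plate's cutoff, the mean inhibition of sample wells plus 3 SD, cut at about 27% in these data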;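 also: 0% = acetylcholine EC80 with DMSO and 100% = DMSO without agonist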
CHRM4 agonist – agonists of human muscarinic M4 receptor (CHRM4) | CHO-K1 hM4/Gqi5, Fluo-8 calcium fluorescence; vehicle 0%, full acetylcholine response 100% | activation, % at 3 µM | P08173 | AID 624127 | 360,000 tested, 0.14% active;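 active = activation above the run mean over all test wells plus 3 SD, cut at about 32% in these data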;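 also: peak over basal fluorescence ratio per well then scaled between controls; 0% = DMSO wells and 100% = acetylcholine at EC100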
Starred values were filed as active, the others as inactive; nt = no result given. Outcome played no part in choosing rows. Share with any hit: about 2.6%.

A first look:
SMILES | M5 PAM | M4 PAM | CHRM1 PAM | CHRM5 antagonist | CRFBP-R2 agonist | CHRM5 agonist | CRFR2-BP antag | CHRM4 antagonist | CHRM4 agonist
O=C(O/N=C/C1=C(Cl)c2ccccc2CC1)c1ccc(F)cc1 | 3 | 3 | -3 | 0 | 3.3 | -2 | 1 | 0 | 0
Cc1ccc(-c2nn(-c3ccccc3)cc2C(=O)OCC(=O)Nc2ncc(Cl)cc2Cl)cc1 | 1 | -1 | 2 | -3 | -0.8 | 1 | 10 | 5 | 1
COc1cccc(-c2noc(-c3ccoc3C)n2)c1 | -2 | -3 | 6 | 9 | 0.3 | 1 | 5 | -3 | 2

The whole of this part, from the start:
SMILES | M5 PAM | M4 PAM | CHRM1 PAM | CHRM5 antagonist | CRFBP-R2 agonist | CHRM5 agonist | CRFR2-BP antag | CHRM4 antagonist | CHRM4 agonist
O=C(O/N=C/C1=C(Cl)c2ccccc2CC1)c1ccc(F)cc1 | 3 | 3 | -3 | 0 | 3.3 | -2 | 1 | 0 | 0
Cc1ccc(-c2nn(-c3ccccc3)cc2C(=O)OCC(=O)Nc2ncc(Cl)cc2Cl)cc1 | 1 | -1 | 2 | -3 | -0.8 | 1 | 10 | 5 | 1
COc1cccc(-c2noc(-c3ccoc3C)n2)c1 | -2 | -3 | 6 | 9 | 0.3 | 1 | 5 | -3 | 2
Cc1ccc(-c2noc(/C=C/c3ccccc3)n2)cc1 | -1 | -5 | 1 | 0 | 3.5 | 1 | -10 | 1 | 1
O=C(NNC(=O)C1CCN(c2ncccn2)CC1)c1ccc(F)cc1 | 4 | 4 | 4 | 1 | -0.2 | -1 | 6 | 2 | 2
COc1ccccc1-c1noc(CSc2nc(C)cc(=O)[nH]2)n1 | 0 | -1 | 11 | -1 | 2.6 | 0 | 14 | 6 | 0
O=C(Nc1sc2c(c1C(=O)O)CCCCC2)c1ccco1 | 3 | 2 | 3 | 2 | -0.8 | -5 | 22 | 12 | -2
CN(CC1CCOCC1)C(=O)CC1C(=O)NCCN1Cc1cccc(C(F)(F)F)c1 (stereo not drawn) | -3 | 2 | 3 | 9 | 1.5 | -3 | -3 | -7 | 1
CCc1cccc(CC)c1NC(=O)CN1CCN(S(=O)(=O)c2ccccc2)CC1 | 2 | 1 | 12 | 8 | 0.3 | 0 | -4 | 11 | 2
Cc1ccc(CN2C(=O)N/C(=C/c3ccc(-c4ccc(C(=O)O)cc4)o3)C2=O)cc1 | 4 | 0 | 7 | 1 | 2.1 | 2 | -10 | -2 | 0
COc1ccc(OC)c(CCNC(=O)CCc2nnc3ccc(N4CCOCC4)nn23)c1 | -5 | -3 | 3 | 8 | 0.8 | -3 | 3 | -1 | 1
COc1cc(OC)cc(C(C(=O)NCc2ccccc2)N(Cc2ccco2)C(=O)c2ccno2)c1 (stereo not drawn) | -10 | -10 | -13 | 4 | -2.2 | 0 | -18 | 8 | 7
Cc1ccc(F)cc1S(=O)(=O)NCc1ccc(N2CCN(C)CC2)cc1 | -11 | 4 | -1 | 4 | 0.2 | -8 | -8 | -7 | 4
CCN(CC)N=Nc1ccc(S(=O)(=O)N2CCSC2C(=O)O)cc1 (stereo not drawn) | 1 | 13 | 7 | -1 | 31 | -2 | -16 | -13 | 2
COC(=O)c1ccc(COc2cccn3c(N(C)C(=O)CCC4CCCC4)c(C)nc23)cc1 | -18 | -16 | -25 | 12 | nt | 1 | nt | 11 | 12
CCOC(=O)N1CCc2[nH]c3ccc(C)cc3c2C1 | -1 | -4 | 9 | 10 | 13 | 4 | -7 | 3 | -2
O=C(C1=C(O)C(=O)N(CCN2CCOCC2)C1c1cccs1)c1cc2ccccc2o1 (stereo not drawn) | 4 | 0 | 4 | -8 | -0.2 | -3 | 3 | -7 | 1
CCSCC1COC(c2cccn2Cc2ccc(C)cc2)=N1 (stereo not drawn) | -13 | -3 | -13 | -2 | 1.2 | -11 | -11 | -10 | 0
COc1cc2c(cc1OC)C(=O)N1[C@H]3c4cc(Cl)ccc4OC[C@@H]3[C@H](c3ccccc3)[C@]1(C)C(=O)N2 | -7 | -2 | -2 | 15 | 0.7 | -1 | 36 | -8 | 0
CCN(CC)CCn1c(=S)[nH]c2cc(C(=O)NCc3ccccc3Cl)ccc2c1=O | 1 | -4 | -9 | 5 | -1.8 | -7 | 5 | 10 | -1
O=C(NC(=S)Nn1cnnc1)c1cccc(Br)c1 | 6 | 8 | 8 | -3 | -1.4 | 4 | 7 | 2 | 1
COCCN(CCOC)S(=O)(=O)c1ccc(C(=O)Nc2nc(-c3ccncc3)cs2)cc1 | -14 | -5 | -12 | 6 | 0.6 | 4 | -14 | -3 | 16
COC(=O)c1ccc(NC(=O)Cc2ccccc2)cc1 | 1 | 1 | 2 | -3 | 1.3 | -3 | 16 | -5 | 1
CCCn1c2c(c(O)c(C(=O)Nc3ccc(OC)cc3)c1=O)CCCC2 | -1 | 1 | 8 | -1 | 3.9 | -1 | 23 | -4 | 0
OCc1cn(-c2ccccc2)nc1-c1cc2ccccc2o1 | 0 | 0 | 10 | 14 | -3.5 | -4 | -11 | -14 | 4
Nn1c(SCc2nc3ccccc3[nH]2)nnc1-c1ccccc1 | 2 | 10 | 16 | 4 | -0.1 | 1 | 15 | 12 | 1
CC1(C)CC(=O)C2=C(C1)N(Cc1ccco1)C(=O)C2(NC(=O)c1cccnc1)C(F)(F)F (stereo not drawn) | -10 | -8 | -2 | 16 | -0.4 | -2 | -10 | 14 | 0
COc1ccc(C(=O)NCC(=O)OCC(=O)c2ccc(Cl)cc2)cc1OC | 1 | 6 | 0 | 9 | -1.1 | -3 | -3 | 4 | 1
O=P(O)(O)c1ccccc1OCc1ccccc1 | 0 | 0 | 4 | 4 | 3.9 | 1 | -9 | -7 | 0
Cn1cnnc1SCC(=O)c1ccco1 | 0 | 2 | 5 | 0 | 2.8 | 1 | 15 | -3 | -1
O=C(O)CC(Cn1cnnn1)c1ccccc1 (stereo not drawn) | 0 | 5 | 10 | -7 | -1.7 | 1 | 14 | -4 | 2
CC(C)CCn1nnnc1CN1CCN(C(=O)c2ccco2)CC1 | -2 | 6 | -1 | 10 | -1.2 | -3 | 7 | 11 | 0
NS(=O)(=O)c1cccc(NC(=O)COC(=O)C2(c3cccc(F)c3)CCCC2)c1 | -8 | 1 | 1 | 12 | -2.2 | -1 | -48 | -2 | 6
CC(C)(CNC(=O)CNC(=O)c1ccccc1F)N1CCOCC1 | 0 | 2 | 8 | 6 | -0.4 | 0 | 2 | 0 | -1
CC(C)(C)c1ccc(C(=O)N/N=C/c2ccccn2)cc1 | 8 | 5 | 8 | 2 | 1.6 | -6 | -12 | -9 | 4
CC(=O)Oc1ccc(/C=N/NC(=O)c2ccc(N(C)S(=O)(=O)c3ccccc3)cc2)cc1 | -10 | -6 | 1 | 12 | -0.4 | 3 | 17 | -1 | 14
O=C(CNC(=O)c1ccccc1Cl)N/N=C/c1ccc([N+](=O)[O-])s1 | 0 | -7 | 7 | 9 | 2.6 | -4 | -14 | 2 | 1
CCCN1CCC(=O)N(CCSc2ccc(OC)cc2)CC1 | 19* | 0 | -4 | -10 | -1.7 | 3 | 1 | -14 | 5
C#CC(C)(C)NC(=S)NC1CC2C=CC1C2 (stereo not drawn) | -10 | -41 | -17 | 10 | -0.6 | -18 | 5 | 8 | 9
O=C(NC1CCCc2ccccc21)C1CCC(CNc2c(N3CCOCC3)c(=O)c2=O)CC1 (stereo not drawn) | 0 | -1 | 0 | -3 | -1.1 | 0 | 6 | -6 | 0
c1ccc(CN2C3=NCCCN3c3ccccc32)cc1 | -6 | -5 | 4 | 2 | 0.6 | -10 | 15 | 4 | 1
Cc1nccn1CC(O)COC1CCCCC1 (stereo not drawn) | -1 | -5 | -1 | -2 | -1.2 | -9 | 9 | -12 | 1
C/C=C(\C)CN1CCC(Oc2cc(C(=O)NC3CC3)ccc2OC)CC1 | 0 | 4 | -2 | -11 | 0.2 | -6 | 2 | -6 | 1
CCC/C(=N/NC(=O)c1nnn(-c2nonc2N)c1CN1CCCCC1)c1ccccc1 | -7 | 2 | 1 | -2 | -1.5 | -1 | 19 | -1 | 1
O=C(c1ccccc1)c1ccc2cc(O)ccc2c1 | -9 | -5 | -5 | 12 | -1.9 | -1 | 27 | 0 | 6
COc1cccc2cc(C(C)N(CCCN3CCOCC3)C(=O)Nc3ccccc3)oc12 (stereo not drawn) | -1 | 2 | 9 | 1 | 0.1 | 0 | 4 | -3 | 1
Cc1ccc(CC(=O)NC2CCN(C)CC2)cc1 | -4 | -3 | 6 | -8 | -0.9 | -8 | 0 | 5 | 0
COc1ccccc1C=NN1C(=O)CSC1=S | -4 | 3 | -5 | 3 | -2.9 | 2 | 25 | -6 | 1
Cc1ccc(C(=O)NCCSc2ccc(Cl)cc2)cc1S(=O)(=O)Nc1ccccc1 | -19 | -7 | -8 | 12 | -0.6 | 2 | -8 | 8 | 16
CC(/C=N/NC(=O)c1nnn(-c2nonc2N)c1CN(C)C)=C\c1ccco1 | -10 | -6 | -3 | 12 | 5.5 | 1 | -9 | 1 | 17
COc1cc(/C=N/NC(=O)c2c(C)nc3ccc(Cl)cn23)cc(OC)c1OC | -1 | 0 | 6 | 6 | -0.9 | 1 | 13 | 3 | 4
CN(CCCCCCCCCCN(C)C(=O)Oc1cccc([N+](C)(C)C)c1)C(=O)Oc1cccc([N+](C)(C)C)c1 | -15 | -16 | -24 | -5 | -0.7 | -2 | 10 | 18 | 1
OC(c1cc(Cl)cc(Cl)c1)c1ncc(-c2ccccc2F)[nH]1 (stereo not drawn) | -3 | 2 | 0 | 3 | nt | 2 | nt | -6 | 7
COc1ccccc1NC(=O)CCS(=O)(=O)c1ccc2c(c1)oc(=O)n2C | 1 | 0 | 2 | 2 | 0.3 | -3 | -4 | 3 | 2
Cc1ccc(NCc2nnc(SCC(=O)c3ccc4c(c3)OCCO4)o2)c(C)c1 | 2 | 7 | 12 | 0 | -1.1 | 4 | -54 | -2 | 2
O=S(=O)(c1c(F)cccc1F)N1CCCC2CCCCC21 (stereo not drawn) | 4 | 2 | -2 | 4 | 1.3 | -8 | 6 | -9 | -2
COc1ccc(S(=O)(=O)N2CCCC(C(=O)O)C2)cc1Cl (stereo not drawn) | -2 | -1 | 5 | -5 | 1.0 | -2 | 14 | 7 | 0
Cc1cccc(NC(=O)CCC2CCN(Cc3nccs3)CC2)c1 | -3 | -1 | 4 | 20 | -0.2 | -1 | -1 | 1 | 1
O=C(NCCc1ccccc1)C1Cc2c(-c3ccc4c(c3)OCO4)ccnc2O1 (stereo not drawn) | 1 | -1 | 1 | -2 | nt | -3 | nt | -1 | 4
O=C(c1cc(COc2ccc(F)cc2Cl)on1)N1CCN(C2CCCCC2)C(=O)C1 | -13 | -10 | -14 | 11 | -1.3 | 7 | 3 | 13 | 23
O=C(NC1CCOCC1)C1CCC(=O)N(Cc2ccc(Cl)cc2)C1 (stereo not drawn) | 5 | 1 | 12 | -6 | -0.9 | -3 | 21 | -8 | 1
COc1ccc(NS(=O)(=O)CC(C)C)c(OC)c1 | -4 | -1 | 4 | -9 | -1.0 | 0 | 5 | -5 | 0
O=C(O)C1CCCN(C(=O)NCc2ccccc2)C1 (stereo not drawn) | 5 | 7 | 5 | -4 | 2.0 | -1 | -4 | -9 | 1
